BaF3 parental – parental Ba/F3 cell viability inhibition, counter-screen for JAK2V617F inhibitor project, murine pro-B, CellTiter-Glo luminescence; 220,000 tested, 1.1% active; CellTiter-Glo ATP luminescence; AID 1486, 2009; inhibition, % at 5.6 µM;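 active = inhibition above a per-campaign cutoff, the mean inhibition of all tested compounds plus 3 SD, cut at about 27% in these data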;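 note: 0% = DMSO wells and 100% = JAK Inhibitor I control wells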
m-calpain inh – inhibitors of pig calpain II, primary screen, biochemical, fluorogenic peptide substrate, 1536-well; purified calpain II, 30 min; inhibition, % at 16 µM; 220,000 tested, 0.37% active;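 active = inhibition above about 50%, limit read from the data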
Ba/F3 V617F tox – reduced viability of JAK2V617F-dependent Ba/F3 cells, primary screen, JAK2V617F inhibitor project, cell-based, Ba/F3 EpoR-JAK2V617F, luminescence; ATP luminescence; inhibition, % at 5.6 µM; 220,000 tested, 1.1% active; AID 1446, 2008;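 active = inhibition above the campaign mean plus 3 SD over all tested compounds, cut at about 24% in these data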;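 note: cytokine-independent growth of Ba/F3 cells driven by EpoR plus mutant JAK2; 0% = DMSO-treated cells and 100% = JAK inhibitor I control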
TRPML3 agonist – human TRPML3 channel agonists, primary screen, cell-based, HEK293 TRPML3-YFP, Fluo-8 calcium fluorescence, 3 µM. 100% = the carbachol control signal. activation, % at 3 µM. 220,000 tested, 0.29% active;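 active = activation above its plate's cutoff, the mean activation of the plate's test wells plus 3 SD, cut at about 12% in these data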;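 note: 0% = DMSO only wells and 100% = carbachol wells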
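Test system – HEK293 line with stable expression of human TRPML3-YFP channel · Control set – carbachol 87 µM final as high control (100%), DMSO as low control (0%) · Signal – Fluo-8 calcium dye fluorescence, ex 470-495, em 515-575 nm · Incubation – 1-h 37 °C dye load, 5-s basal, 120-s post-compound reads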
zfTRPN1 agonist – zebrafish TRPN1 channel agonists, primary screen, cell-based, HEK293, calcium fluorescence; HEK293 zebrafish TRPN1-YFP, Fluo-8 calcium fluorescence; 100% = response to 87 µM carbachol; AID 1424, 2008; activation, % at 3 µM; 220,000 tested, 0.18% active;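 active = activation above its plate's cutoff, the mean activation of test wells on that plate plus 3 SD, cut at about 19% in these data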;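 note: 0% = DMSO alone and 100% = 87 µM carbachol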
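System: zebrafish TRPN1-YFP in HEK293 cells / Dosing: 3 µM single point / Timing: dye loading 1 h at 37 °C, then 30 min room temperature / Signal: Fluo-8 calcium fluorescence, excitation 470-495 nm, emission 515-575 nm / Read-out basis: percent activation from peak over basal fluorescence ratio, control-normalized / Control set: high carbachol 87 µM, low DMSO alone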
PERK inhibitor – block of dimerizer-induced PERK translation repression, primary screen, PERK inhibitor project, CHO PERK-DD cells, SEAP luminescence, HTS | Eukaryotic translation initiation factor 2-alpha kinase 3 (Homo sapiens), Q9NZJ5 | CHO PERK-DD fusion, SEAP luminescence translation reporter | inhibition, % at 5.6 µM | 220,000 tested, 0.17% active | AID 1416, 2008;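 active = inhibition above the mean inhibition of all tested compounds plus 3 SD, set separately per screening campaign, cut at about 2.9% in these data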;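 note: PERK kinase domain activated by AP20187 dimerizer at 100 nM; 0% = DMSO with dimerizer and 100% = rapamycin at 8.4 µM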
EP2 mod – EP2 receptor modulators, cAMP readout, primary screen, cell-based, HTRF cAMP, PGE2 stimulation; AID 940, 2007; EP2-expressing cells, cAMP HTRF FRET, PGE2 co-stimulation; 260,000 tested, 0.83% active; induction, % at 25 µM;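 active = compounds whose cAMP rise, as percent of the full-agonist control response, exceeds 60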;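 note: rat C6 glioma line stably carrying human EP2 under a CMV promoter; the protocol text gives 20 µM as final concentration; 100% = response of wells given 1 µM PGE2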
Target sequence (P43116 whole entry, looked up): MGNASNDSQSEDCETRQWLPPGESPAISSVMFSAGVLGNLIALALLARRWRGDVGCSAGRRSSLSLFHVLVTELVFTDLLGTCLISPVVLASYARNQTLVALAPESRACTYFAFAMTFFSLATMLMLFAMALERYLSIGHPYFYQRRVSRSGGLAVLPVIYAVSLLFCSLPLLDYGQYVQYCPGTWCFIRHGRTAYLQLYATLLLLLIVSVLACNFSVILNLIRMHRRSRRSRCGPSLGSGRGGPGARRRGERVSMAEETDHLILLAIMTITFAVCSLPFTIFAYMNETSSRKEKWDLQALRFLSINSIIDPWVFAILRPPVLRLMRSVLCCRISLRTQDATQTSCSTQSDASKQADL
S1P4 agonist – S1P4 receptor agonists, primary screen, cell-based; activation, % at 4.98 µM; S1P4-expressing cell line, agonist reporter assay; AID 1509, 2009; Sphingosine 1-phosphate receptor 4 (Homo sapiens), O95977; 220,000 tested, 0.35% active; in the data active = activation above about 11%;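 note: 0% = DMSO vehicle and 100% = reference agonist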
Target sequence (O95977 whole entry, looked up): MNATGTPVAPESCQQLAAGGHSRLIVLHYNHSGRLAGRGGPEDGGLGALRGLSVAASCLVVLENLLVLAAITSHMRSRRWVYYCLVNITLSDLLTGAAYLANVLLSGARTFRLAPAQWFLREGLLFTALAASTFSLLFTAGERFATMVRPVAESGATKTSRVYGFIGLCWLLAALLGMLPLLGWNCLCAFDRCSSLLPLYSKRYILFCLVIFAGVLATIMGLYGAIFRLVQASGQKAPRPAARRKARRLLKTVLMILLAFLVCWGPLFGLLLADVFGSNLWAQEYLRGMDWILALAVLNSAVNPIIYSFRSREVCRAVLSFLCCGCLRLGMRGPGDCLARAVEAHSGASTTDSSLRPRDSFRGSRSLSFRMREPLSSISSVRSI
S1P4 antagonist – S1P4 receptor antagonists, primary screen, cell-based; 220,000 tested, 0.26% active; inhibition, % at 4.98 µM; S1P4-expressing cells, antagonist mode, reporter read-out; in the data active = inhibition above about 29%;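 note: 0% = wells stimulated with agonist and 100% = vehicle wells without agonist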
The depositor's hits bear a star; i = inactive; · = not tested or not shown; & = joins results of further samples.

nr	molecule	BaF3 parental	m-calpain inh	Ba/F3 V617F tox	TRPML3 agonist	zfTRPN1 agonist	PERK inhibitor	EP2 mod	S1P4 agonist	S1P4 antagonist
1	COc1ccc2cc(C)c3nnc(SCC(=O)Nc4cc(OC)c(OC)cc4C(=O)O)n3c2c1	3	3	-4	1.5	1.4	1.6	-11	-0.9	4
2	O=C(NCc1cccs1)c1ccccc1C(=O)NCc1cccs1	0	21	-5	0.5	-0.9	-0.4	-2	-1.1	-6
3	CCC1(C)N=C(c2ccc3c(c2)OCO3)CC(c2ccccc2O)N1 (configuration not stated)	2	-9	-4	0.1	-1.0	-0.3	4	-0.8	27
4	N#Cc1c(NC(=O)c2ccccc2Cl)n(Cc2ccccc2)c2nc3ccccc3nc12	8	-218	0	2.0	7.1	-0.1	17	2.8	9
5	OCCC1CN(Cc2cccn2-c2nccs2)CCN1CCc1ccccc1 (configuration not stated)	11	25	6	0.3	1.0	0.7	-44	-0.8	-6
6	CC12CC(c3ccccc3O1)N(C(=O)c1ccco1)C(=O)N2c1ccccc1 (configuration not stated)	15	1	4	-0.3	-0.1	-0.2	17	0.8	-17
7	CCC(Sc1ccccc1C(=O)O)C(=O)O (configuration not stated)	3	-2	-3	1.0	-0.2	0.3	20	-4.5	6
8	Cc1ccc(S(=O)(=O)N2CCCCC2)cc1NC(=O)c1ccc2c(=O)n3c(nc2c1)CCCCC3	6	-9	3	0.6	3.0	-1.7	-16	0.8	-12
9	Cc1cc(C2N=C(N)Nc3nc4ccccc4n32)c(C)n1-c1ccccc1Cl (configuration not stated)	6	-104	4	0.1	-0.5	-0.5	-23	2.2	-17
10	CC(C)c1ccc(NC(=O)COC(=O)/C=C/c2cccc(Br)c2)cc1	8	26	5	0.9	1.3	1.1	10	-2.3	-11
11	COc1ccc(C(=O)C2CCN(C(=S)Nc3ccc(F)cc3)CC2)cc1	21	7	11	0.7	1.5	0.3	-36	0.8	-11
12	COc1cc(NC(=S)NC(=O)c2cccs2)ccc1NC(=O)C(C)C	4	34	5	0.8	2.8	-0.1	-24	-0.5	-10
13	Cc1nn(C)c(C)c1CN(Cc1nc(-c2ccc(F)cc2F)oc1C)C1CC1	3	-23	-1	5.5	3.4	-1.0	2	2.6	-7
14	O=C(CSc1nnc(-c2ccco2)o1)c1ccccc1Cl	9	-5	-1	0.0	-1.7	1.9	-14	0.5	6
15	COc1ccc(-n2c(C)cc(C(=O)COc3ccc(C)nc3[N+](=O)[O-])c2C)cc1	7	20	4	0.9	2.0	-1.1	3	2.6	-7
16	CC(=O)N(C)c1ccc(NC(=O)Nc2ccc(C)cc2)cc1	2	51*	1	1.3	2.5	0.5	-8	0.9	-6
17	O=C(NCCc1csc(-c2cccnc2)n1)c1ccc(Cl)cc1	-6	-7	-1	1.8	2.8	0.4	-43	0.4	10
18	Cc1[nH]c(=O)[nH]c(=O)c1NC(=O)c1ccc(OC(C)C)cc1	10	-8	2	1.1	1.5	0.3	17	-1.7	-9
19	Cc1ccc(CSCC(=O)Nc2ccc3c(c2)OCO3)cc1	6	-7	3	0.0	-1.1	0.0	-25	0.1	-32
20	Cc1ccc([N+](=O)[O-])cc1S(=O)(=O)N1CCN(C)CC1	3	-5	-1	0.8	0.0	0.8	9	-0.5	-14
21	CN(C)C(CNS(=O)(=O)c1ccc(F)cc1)c1cccnc1 (configuration not stated)	8	-21	-2	1.1	1.0	1.5	19	3.0	-5
22	O=C(CN1CCN(c2ccccc2)CC1)Nc1c(C(=O)C2CC2)oc2ccccc12	1	-4	-4	0.5	0.3	0.9	36	2.0	-28
23	O=C(O)c1cc(O)c2c(c1)C(=O)c1cccc(O)c1C2=O	7	-19	-2	2.7	2.3	2.3	-17	-0.7	-18
24	COc1ccc(/C=N/Nc2ccccn2)cc1O	3	2	-1	0.4	-1.4	1.2	-29	3.3	-18
25	O=C(NCCCNc1ccc(C(F)(F)F)cc1[N+](=O)[O-])c1ccc(F)cc1	1	-7	0	0.5	-0.1	1.1	-34	1.7	2
26	O=C(NC(=O)N1CCN(c2ccc([N+](=O)[O-])cn2)CC1)c1ccccc1F	-1	3	-6	0.6	-0.1	0.9	24	1.3	6
27	CC(C)Cn1c(N)c(C(=O)COC(=O)c2ccccc2Cl)c(=O)n(C)c1=O	2	43	1	2.8	6.8	-0.3	-41	1.3	-20
28	COC(=O)C1=C(Cn2cnc3ccccc32)NC(=O)NC1c1cc(C)ccc1C (configuration not stated)	2	15	-3	0.4	-0.2	-0.8	1	0.5	-12
29	S=C(NCc1ccccn1)Nc1ccc(Cl)cc1Cl	1	-3	-4	-0.2	-0.6	1.6	0	-1.4	-5
30	CCCOC(=O)NC1C(NC(=O)OCCC)N(C)C(=O)N1C (configuration not stated)	-2	-15	-4	-0.1	1.1	1.4	38	-1.1	-26
31	COc1ccc(CCC(=O)NCc2cn3ccsc3n2)cc1	0	·	-4	0.0	-0.2	0.2	·	-4.9	-8
32	CCC(C)(C)NC(=O)CN(CC1CCCO1)C(=O)CCC(=O)Nc1nccs1 (configuration not stated)	-1	-30	-5	1.0	-0.6	0.7	6	0.9	-14
33	COc1cc(-c2nnc(-c3cc(OC)c(OC)c(OC)c3)o2)cc(OC)c1OC	1	-113	-7	-0.2	0.9	-0.1	7	1.9	-30
34	Cc1cc(NC(=O)c2ccc(C)c([N+](=O)[O-])c2)no1	-2	13	-5	0.7	-1.1	1.2	-33	-0.5	-17
35	CCN(C(=O)c1cnc(NC(C)C)cc1C(F)(F)F)c1ccc(Cl)cc1	2	-9	0	0.8	2.2	0.7	-3	0.9	-13
36	C=CCNC(=O)c1oc2ccc(S(=O)(=O)N(CC)CC)cc2c1C	1	-15	0	0.7	0.5	-0.1	-26	0.1	5
37	CCOc1ccc(C2C3=C(Nc4nc(N)[nH]c(=O)c42)c2ccccc2C3=O)cc1 (configuration not stated)	8	-7	4	0.2	0.9	0.1	4	2.4	-12
38	COc1ccc(-c2ccnc3nc(Sc4ncc(C(F)(F)F)cc4Cl)nn23)cc1	3	i	0	-1.1	-2.9	-0.9	2	-1.1	61*
39	CCn1c(SCC(=O)Nc2c(C#N)cnn2-c2ccccc2)nnc1-c1cccs1	0	-2	-1	0.3	-1.5	1.4	-35	-0.4	-17
40	O=C(Nc1nccs1)c1cc2sccc2n1Cc1ccc(Cl)cc1	5	-14	3	0.6	0.3	-0.4	22	0.4	-24

Three of the entries above in order of their number in EP2 mod, ascending.
item	SMILES	m-calpain inh	TRPML3 agonist	PERK inhibitor	EP2 mod	S1P4 agonist	S1P4 antagonist
12	COc1cc(NC(=S)NC(=O)c2cccs2)ccc1NC(=O)C(C)C	34	0.8	-0.1	-24	-0.5	-10
32	CCC(C)(C)NC(=O)CN(CC1CCCO1)C(=O)CCC(=O)Nc1nccs1 (configuration not stated)	-30	1.0	0.7	6	0.9	-14
4	N#Cc1c(NC(=O)c2ccccc2Cl)n(Cc2ccccc2)c2nc3ccccc3nc12	-218	2.0	-0.1	17	2.8	9

Other entries follow:
nr	molecule	BaF3 parental	m-calpain inh	Ba/F3 V617F tox	TRPML3 agonist	zfTRPN1 agonist	PERK inhibitor	EP2 mod	S1P4 agonist	S1P4 antagonist
41	COc1ccc(-c2nnnn2CCc2ccccc2)cc1	3	13	1	0.0	-0.1	1.3	26	1.6	-9
42	COc1ccc(C(=O)C2C(c3ccc(-c4ccccc4[N+](=O)[O-])o3)NC(=O)NC2(O)C(F)(F)F)cc1 (configuration not stated)	9	2	5	-1.4	-0.8	-0.2	18	-0.4	-7
43	CCn1c(SCC(=O)c2c[nH]c3ccccc23)nnc1-c1cccs1	3	-21	1	-1.0	0.4	-1.5	-10	-0.1	-12
44	O=C1CC(SCCO)C(=O)N1c1ccccc1 (configuration not stated)	0	-39	-6	0.4	-0.6	2.0	30	-1.4	-25
45	c1ccc(-c2noc(CSc3nc4ccccc4o3)n2)cc1	7	9	-2	-0.3	-1.0	-0.1	-14	0.3	-17
46	CCOC(=O)C1CCN(C(=O)CN(c2ccc(OC)cc2)S(=O)(=O)c2c(C)noc2C)CC1	4	-34	-2	0.7	0.8	0.6	-2	-0.3	-2
47	O=c1[nH]n(-c2ccc([N+](=O)[O-])cc2)c(=O)c2ccccc12	2	-36	-1	0.6	0.7	0.7	16	-1.8	9
48	FC(F)C(F)(F)c1cc(-c2ccc(Cl)cc2)n[nH]1	1	13	-5	2.5	6.6	-0.3	-41	-1.6	9
49	Cc1ccccc1C(=O)Nc1nnc(-c2ccc(C(C)(C)C)cc2)s1	12	19	3	0.5	1.7	0.7	-4	0.4	-2
50	CC(C)(C)NC(=O)c1sccc1C(=O)O	1	-39	-2	0.5	0.3	1.1	39	-0.9	7
51	O=C(CSc1nnc(CNc2ccc(F)cc2)o1)N1CCCc2ccccc21	7	-1	-1	0.3	0.1	0.3	3&-67	-0.8	-2
52	COC(=O)c1ccccc1NC1OC(=O)c2ccccc21 (configuration not stated)	3	-83	4	-0.5	0.8	-0.9	28	-2.4	-8
53	CNS(=O)(=O)c1cccc(C(=O)OCC(=O)N(Cc2ccccc2)C(C)(C)C)c1	2	8	3	0.4	1.0	0.0	14	-0.4	-5
54	CCOc1ccc(/C=N/NC(=O)c2ccc(Cn3cc([N+](=O)[O-])cn3)o2)cc1	7	1	5	0.6	1.7	-1.5	-12	3.5	-8
